DT40 TDP1 no CPT: qHTS for Inhibitors of human tyrosyl-DNA phosphodiesterase 1 (TDP1): qHTS in cells in absence of CPT. Potency, µM (doses to about 46.2 µM), without a hit: at the top dose activity change, negative = growth inhibition, actives largely listed as inhibitors. 15% of 420,000 active. DT40 Tdp1-/- hTDP1 cells, no CPT, ATP luminescence, 48 h; also: nearly all actives have a fitted effect of over 55% in size
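Chicken DT40 Tdp1-/- cells complemented with human TDP1, screened without camptothecin (DMSO vehicle only), 400 cells/well. Compounds pin-transferred, cells incubated at 37 °C for at least 48 hr. Growth read as ATP-dependent luminescence (CellTiter-Glo, 30 min at RT).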
DT40 TDP1 CPT: DT40-hTDP1 cell growth loss with CPT; AID 686979; 12% of 420,000 active; chicken DT40 Tdp1-/-;hTDP1 cells + 20 nM CPT, ATP luminescence, 48 h; Potency, µM (doses to about 46.2 µM), for inactives: at the top dose activity change, negative = growth inhibition, actives largely listed as inhibitors; also: nearly all actives have a fitted effect of over 55% in size
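Cell growth measured by CellTiter-Glo luminescence after a minimum 48 h, 37 C compound exposure with 20 nM CPT in Tdp1-knockout DT40 cells stably expressing hTDP1, seeded 400/well; qHTS titration format.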
TDP1 block: inhibitors of human tyrosyl-DNA phosphodiesterase TDP1; recombinant TDP1, AlphaScreen DNA substrate cleavage; Potency, µM (titrated, usually from 130 µM), inactives show at the top dose activity change, negative = inhibition, hits mostly inhibitors; AID 485290; Q9NUW8; 0.28% of 350,000 active; also: nearly all actives have a fitted effect of over 40% in size
Target sequence (Q9NUW8 whole entry, looked up): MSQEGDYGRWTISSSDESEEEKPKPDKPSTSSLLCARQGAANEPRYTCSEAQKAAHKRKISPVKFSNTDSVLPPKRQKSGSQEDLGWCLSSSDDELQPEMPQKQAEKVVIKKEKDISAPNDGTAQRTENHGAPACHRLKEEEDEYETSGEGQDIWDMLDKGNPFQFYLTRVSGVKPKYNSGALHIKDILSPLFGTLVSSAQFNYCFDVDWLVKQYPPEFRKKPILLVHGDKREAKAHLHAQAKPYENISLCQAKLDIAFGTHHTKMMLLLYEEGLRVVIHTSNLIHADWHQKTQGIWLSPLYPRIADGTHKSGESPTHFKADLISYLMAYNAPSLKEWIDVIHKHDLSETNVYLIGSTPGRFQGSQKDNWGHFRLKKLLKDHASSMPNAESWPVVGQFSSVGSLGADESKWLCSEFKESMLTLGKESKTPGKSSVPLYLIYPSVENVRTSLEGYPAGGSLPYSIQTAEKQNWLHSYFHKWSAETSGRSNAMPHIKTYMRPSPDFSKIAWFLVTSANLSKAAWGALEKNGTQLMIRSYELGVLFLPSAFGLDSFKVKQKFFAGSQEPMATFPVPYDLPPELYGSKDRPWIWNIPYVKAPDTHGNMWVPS
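Here, a 5' biotin and 3' phosphotyrosine-FITC DNA oligonucleotide reports Tdp1 activity: intact substrate bridges AlphaScreen beads, while cleavage leaves a 3' phosphate and drops signal. All incubations at room temperature.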
* = called active by the depositor; [ ] = another dose, or the depositor's remark. Calls follow the shape of the dose curve; as a rule, active = well fitted curve in the direction sought with a large enough effect; inconclusive = small, poorly fitted or top-dose-only effect, or another doubt; inactive = no such curve, though single readings can be large; an effect the other way counts as inactive or inconclusive. % is scaled to controls: 0 for no effect and ±100 for the full control effect; potency is read from the fitted curve at half-maximal effect. Compounds as they come; any-hit rate near 18%.

Preview, 2 compounds:
For NC(=O)c1ccc(-n2nnnc2SCc2ccccc2)cc1 the results were DT40 TDP1 no CPT inconclusive, DT40 TDP1 CPT -6.9% and TDP1 block 4.8%.
Screening CCSCC1COC(c2cccn2Cc2ccc(C)cc2)=N1 (configuration not stated) returned DT40 TDP1 no CPT -6.9%, DT40 TDP1 CPT -15.1% and TDP1 block 8.0%.

The whole of this part, previewed entries included:
For NC(=O)c1ccc(-n2nnnc2SCc2ccccc2)cc1 the results were DT40 TDP1 no CPT inconclusive, DT40 TDP1 CPT -6.9% and TDP1 block 4.8%.
Screening CCSCC1COC(c2cccn2Cc2ccc(C)cc2)=N1 (configuration not stated) returned DT40 TDP1 no CPT -6.9%, DT40 TDP1 CPT -15.1% and TDP1 block 8.0%.
For Cc1cccc(C(=O)NCC(=O)N2CCN(S(=O)(=O)c3ccccc3)CC2)c1 the results were DT40 TDP1 no CPT -11.4%, DT40 TDP1 CPT -11.4% and TDP1 block 0.8%.
`C#CCN(C[C@@H]1[C@@H](OC(=O)NCc2ccc(OC)c(OC)c2)[C@@H](OC(=O)NCc2ccc(OC)c(OC)c2)Cn2c(=O)n(CCCCCC)c(=O)n21)S(=O)(=O)c1ccc(C)cc1` gave DT40 TDP1 no CPT -28.4% and DT40 TDP1 CPT 6.2%.
Screening O=[N+]([O-])c1cccc(S(=O)(=O)Nc2cccc(-c3ccc(N4CCOCC4)nn3)c2)c1 returned DT40 TDP1 no CPT -21.6%, DT40 TDP1 CPT -12.7% and TDP1 block -5.8%[0.505 µM].
COc1cccc(CNC(=O)C(=O)NCC(c2ccco2)S(=O)(=O)c2cccs2)c1 (configuration not stated) was read as DT40 TDP1 no CPT inconclusive, DT40 TDP1 CPT inconclusive and TDP1 block 5.2%.
For Cc1ccc(NC(=O)Cn2c(-c3nonc3N)nc3ccccc32)cc1Cl the results were DT40 TDP1 no CPT -3.8%, DT40 TDP1 CPT -12.6% and TDP1 block 2.3%.
Screening O=C(Cc1ccc(Cl)cc1)NCC(=O)N1CCCC1 returned DT40 TDP1 no CPT -14.5%, DT40 TDP1 CPT -1.6% and TDP1 block 3.1%.
`CCCn1c(N)c(C(=S)NC(=O)C2CC2)c(=O)n(C)c1=O` gave DT40 TDP1 no CPT -19.4% and DT40 TDP1 CPT -19.0%.
OC(CCN1CCOCC1)c1ccccc1 (configuration not stated) was read as DT40 TDP1 no CPT -10.9% and DT40 TDP1 CPT 22.7%.
Screening COc1ccc(OCCSc2nnc(CCNC(=O)c3ccc(OC)cc3)n2C)cc1 returned DT40 TDP1 no CPT -26.3%, DT40 TDP1 CPT inconclusive and TDP1 block 5.9%.
`O=c1[nH]cc(NCCc2ccccc2)c(=O)[nH]1` gave DT40 TDP1 no CPT -6.9%, DT40 TDP1 CPT 1.2% and TDP1 block -5.1%.
For CCOC(=O)Cc1c(C)nc2c(-c3ccccc3)c(C)[nH]n2c1=O the results were DT40 TDP1 no CPT inconclusive, DT40 TDP1 CPT -9.0% and TDP1 block 5.3%.
`O=C(CSc1cc(Cl)ccc1Cl)Nc1ccc(N2CCOCC2)cc1` gave DT40 TDP1 no CPT inconclusive, DT40 TDP1 CPT inconclusive and TDP1 block 6.7%.
For Cc1cccc(N(CC(O)CN2CCOCC2)S(=O)(=O)c2ccccc2)c1 (configuration not stated) the results were DT40 TDP1 no CPT 0.7%, DT40 TDP1 CPT -10.7% and TDP1 block 5.8%.
CCc1nn2c(=O)cc(COC(=O)c3cccc(NC(=O)COc4ccccc4F)c3)nc2s1 was read as DT40 TDP1 no CPT inconclusive, DT40 TDP1 CPT 18.4µM* and TDP1 block -1.2%.
Cc1ccc(CNC(=O)c2nnc(Cc3cccc(F)c3)o2)cc1 was read as DT40 TDP1 no CPT -21.8%, DT40 TDP1 CPT -20.4% and TDP1 block -5.2%.
For CCC(Cc1ccccc1)NS(=O)(=O)c1c(C)nc2scc(C)n2c1=O (configuration not stated) the results were DT40 TDP1 no CPT -6.3%, DT40 TDP1 CPT -17.2% and TDP1 block 6.4%.
CNC(=O)c1ccc(NC(=O)c2ccc3c(=O)n4c(nc3c2)CCC4)cc1 was read as DT40 TDP1 no CPT 13.2%, DT40 TDP1 CPT -0.5% and TDP1 block -2.8%.
Screening COC(C/C=C\[C@@H](O)[C@@H](C)OCc1ccccc1)OC returned DT40 TDP1 no CPT 1.7% and DT40 TDP1 CPT -0.8%.
Screening Cc1ccc2c(c1)C(c1ccccc1)N(C(=O)c1ccc(Br)o1)CC(=O)N2 (configuration not stated) returned DT40 TDP1 no CPT 20.6µM*, DT40 TDP1 CPT 20.6µM* and TDP1 block 7.8%.
For CCOCc1nnc(NC(=O)CCc2ccccc2)s1 the results were DT40 TDP1 no CPT 15.7%, DT40 TDP1 CPT -12.4% and TDP1 block 0.0%.
Cc1cc(C)n(-c2ccc(C(=O)Nc3cccnc3)cc2)n1 was read as DT40 TDP1 no CPT -5.2%, DT40 TDP1 CPT -2.1% and TDP1 block 0.0%.
Screening CC1=CCC(C(=O)O)(C(=O)N/N=C/c2cccnc2)C(c2ccccc2)C1 (configuration not stated) returned DT40 TDP1 no CPT -9.2%, DT40 TDP1 CPT -0.9% and TDP1 block 2.5%.
Screening Cc1ccc(-c2nc3c4ccccc4[nH]c(=O)n3n2)cc1 returned DT40 TDP1 no CPT inconclusive, DT40 TDP1 CPT inconclusive and TDP1 block 0.9%.
Screening Cc1ccc(S(=O)(=O)N2CCN(CC(=O)Nc3ccc([N+](=O)[O-])cc3)CC2)cc1C returned DT40 TDP1 no CPT 16.4µM*, DT40 TDP1 CPT inconclusive and TDP1 block 5.6%.
`COc1cc(/C=N/NC(=O)c2ccc(CN(C)S(=O)(=O)c3ccc(C)cc3)cc2)ccc1O` gave DT40 TDP1 no CPT inconclusive, DT40 TDP1 CPT inconclusive and TDP1 block 1.8%.
For CCN(CC)CCNCC(O)(c1ccc(Cl)cc1)c1ccc(Cl)cc1 the results were DT40 TDP1 no CPT 16.4µM*, DT40 TDP1 CPT inconclusive and TDP1 block 0.5%.
CCCCN(CCCC)S(=O)(=O)c1ccc(OC)c2ncccc12 was read as DT40 TDP1 no CPT inconclusive, DT40 TDP1 CPT inconclusive and TDP1 block 6.5%.
O=C(c1ccc2c(c1)OCO2)N1CCC2(CC1)Oc1ccc(Cl)cc1C(=O)C21CC(c2ccccc2)=NO1 (configuration not stated) was read as DT40 TDP1 no CPT -16.0%, DT40 TDP1 CPT -3.6% and TDP1 block 1.2%.

Four entries drawn at random from the list so far:
`COc1cc(/C=N/NC(=O)c2ccc(CN(C)S(=O)(=O)c3ccc(C)cc3)cc2)ccc1O` gave DT40 TDP1 no CPT inconclusive, DT40 TDP1 CPT inconclusive and TDP1 block 1.8%.
CCc1nn2c(=O)cc(COC(=O)c3cccc(NC(=O)COc4ccccc4F)c3)nc2s1 was read as DT40 TDP1 no CPT inconclusive, DT40 TDP1 CPT 18.4µM* and TDP1 block -1.2%.
Cc1cc(C)n(-c2ccc(C(=O)Nc3cccnc3)cc2)n1 was read as DT40 TDP1 no CPT -5.2%, DT40 TDP1 CPT -2.1% and TDP1 block 0.0%.
CNC(=O)c1ccc(NC(=O)c2ccc3c(=O)n4c(nc3c2)CCC4)cc1 was read as DT40 TDP1 no CPT 13.2%, DT40 TDP1 CPT -0.5% and TDP1 block -2.8%.

Remaining list, next part.
Screening CC(C(=O)Nc1nc(-c2ccc(F)cc2)cs1)N1C(=O)C2CC=CCC2C1=O (configuration not stated) returned DT40 TDP1 no CPT -17.8%, DT40 TDP1 CPT inconclusive and TDP1 block 1.8%.
`COC(=O)c1ccc(C(=O)OC)c(NC(=O)COC(=O)C2CCC(C(C)(C)C)CC2)c1` (configuration not stated) gave DT40 TDP1 no CPT inconclusive, DT40 TDP1 CPT 23.1µM* and TDP1 block 1.8%.
`CC(C)CN(C(=O)CSc1nc2ccccc2c(=O)[nH]1)c1c(N)n(CC(C)C)c(=O)[nH]c1=O` gave DT40 TDP1 no CPT -5.8%, DT40 TDP1 CPT -17.7% and TDP1 block 0.5%.
For COc1ccc(C2C(C(=O)c3cccs3)=C(O)C(=O)N2Cc2cccnc2)cc1OC (configuration not stated) the results were DT40 TDP1 no CPT -3.0%, DT40 TDP1 CPT 2.6% and TDP1 block 0.0%.
For Cc1cc(/C=C2\SC(=Nc3ccc(N4CCOCC4)cc3)N(C)C2=O)c(C)n1-c1cccnc1 the results were DT40 TDP1 no CPT -20.8%, DT40 TDP1 CPT -7.7% and TDP1 block 5.3%.
For COc1ccc(/C(N)=N/OC(=O)c2ccco2)cc1 the results were DT40 TDP1 no CPT inconclusive, DT40 TDP1 CPT inconclusive and TDP1 block 3.7%.
For Cc1cnc(C(=O)N(CC(C)C)c2c(N)n(CC(C)C)c(=O)[nH]c2=O)cn1 the results were DT40 TDP1 no CPT -8.5%, DT40 TDP1 CPT -2.4% and TDP1 block 2.6%.
`CSc1ncc(C(=O)Nc2ccccc2C(F)(F)F)c(-c2ccccc2)n1` gave DT40 TDP1 no CPT -18.7%, DT40 TDP1 CPT -26.2% and TDP1 block 2.5%.
For Cc1cc(N2C(=O)C(O)=C(C(=O)c3ccc(C)o3)C2c2cccc(Oc3ccccc3)c2)no1 (configuration not stated) the results were DT40 TDP1 no CPT 23.1µM*, DT40 TDP1 CPT inconclusive and TDP1 block 7.6%.
`COC(=O)c1ccccc1N=Nc1c(N)n[nH]c1N` gave DT40 TDP1 no CPT -18.7%, DT40 TDP1 CPT -0.8% and TDP1 block -10.6%.
Screening COC1CCCN(Cc2nc(Cc3ccccc3F)no2)C1 (configuration not stated) returned DT40 TDP1 no CPT 2.5%, DT40 TDP1 CPT 7.1% and TDP1 block -10.3%.
For Cc1ccc(CN(C)C(=O)c2ccc(S(=O)(=O)N3CCCCCC3)cc2)o1 the results were DT40 TDP1 no CPT inconclusive, DT40 TDP1 CPT inconclusive and TDP1 block 11.2%.
`CCCS(=O)(=O)N1CCCC(C(=O)NCCN2CCC(Cc3ccccc3)CC2)C1` (configuration not stated) gave DT40 TDP1 no CPT inconclusive, DT40 TDP1 CPT inconclusive and TDP1 block 1.0%.
`O=C(CCCOc1ccccc1)Nc1cccc(S(=O)(=O)N2CCCCCC2)c1` gave DT40 TDP1 no CPT -21.9%, DT40 TDP1 CPT -25.9% and TDP1 block 0.1%.
CC(=O)N(c1nc(/C=C\C(=O)O)cs1)c1ccccc1F was read as DT40 TDP1 no CPT 7.8%, DT40 TDP1 CPT 5.2% and TDP1 block 1.9%.
`Cc1c(Br)cccc1NC(=O)C1(C)CCN1Cc1ccccc1OC(F)F` (configuration not stated) gave DT40 TDP1 no CPT inconclusive and DT40 TDP1 CPT 25.9µM*.
`Cc1ccc(CN(C)C(=O)c2cccc(S(=O)(=O)N3CCCC3)c2)o1` gave DT40 TDP1 no CPT -8.6%, DT40 TDP1 CPT 8.1% and TDP1 block 1.5%.
For CCOc1cc2c(cc1OC)C(c1cccc([N+](=O)[O-])c1)NCC2 (configuration not stated) the results were DT40 TDP1 no CPT inconclusive, DT40 TDP1 CPT inconclusive and TDP1 block 4.3%.
O=C(c1cc([N+](=O)[O-])[nH]n1)N1CCSCC1 was read as DT40 TDP1 no CPT 2.0%, DT40 TDP1 CPT 30.0% and TDP1 block 2.7%.
Screening C=C(CC[C@]12OC(C(=O)O)C(O)(C(=O)O)C(C(=O)O)(O1)C(OC(=O)/C=C/[C@@H](C)C[C@@H](C)CC)C2O)[C@@H](OC(C)=O)[C@H](C)Cc1ccccc1 (some centres not stated) returned DT40 TDP1 no CPT 7.94µM* and DT40 TDP1 CPT 8.91µM*.
`COc1ccccc1/C=C1\C(=O)Nc2ccccc21` gave DT40 TDP1 no CPT 20.6µM*, DT40 TDP1 CPT inconclusive and TDP1 block 7.6%.
CCOC(=O)CCCc1sc(N)nc1-c1[nH]c(=O)[nH]c1C was read as DT40 TDP1 no CPT -3.4%, DT40 TDP1 CPT inconclusive and TDP1 block 4.2%.
`OCCN(CCO)c1ccc2ccccc2c1` gave DT40 TDP1 no CPT 1.5%, DT40 TDP1 CPT -23.4% and TDP1 block 6.0%.
COc1cc(OC)c(C(=O)CCCN2CCCC2)c(OC)c1 was read as DT40 TDP1 no CPT -24.3%, DT40 TDP1 CPT inconclusive and TDP1 block 8.7%.
For O=C(c1cc(C2CC2)nn1-c1ccccc1)N1CCN(c2ccccn2)CC1 the results were DT40 TDP1 no CPT inconclusive, DT40 TDP1 CPT inconclusive and TDP1 block -0.5%.
Cc1cccc(C(c2sc3nc(-c4ccco4)nn3c2O)N2CCOCC2)c1 (configuration not stated) was read as DT40 TDP1 no CPT -23.2%, DT40 TDP1 CPT -0.2% and TDP1 block 5.2%.
`Cc1ccc(O)c(-c2cc(C(=O)Nc3cccnc3)[nH]n2)c1` gave DT40 TDP1 no CPT -26.5%, DT40 TDP1 CPT -24.1% and TDP1 block -3.8%.
`CCOC(=O)CC(=O)NC(CC(=O)OC)c1ccc(C(C)C)cc1` (configuration not stated) gave DT40 TDP1 no CPT 12.5%, DT40 TDP1 CPT 3.3% and TDP1 block 0.0%.
